hcGAS lum = inhibitors of human cGAS | Q8N884 | recombinant h-cGAS, ATP depletion, Kinase-Glo luminescence | inhibition, % at 12.5 µM | 290,000 compounds, 0.081% hits;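 note: 0% = vehicle reaction and 100% = reaction without DNA for no activity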
Target sequence (Q8N884 whole entry, looked up): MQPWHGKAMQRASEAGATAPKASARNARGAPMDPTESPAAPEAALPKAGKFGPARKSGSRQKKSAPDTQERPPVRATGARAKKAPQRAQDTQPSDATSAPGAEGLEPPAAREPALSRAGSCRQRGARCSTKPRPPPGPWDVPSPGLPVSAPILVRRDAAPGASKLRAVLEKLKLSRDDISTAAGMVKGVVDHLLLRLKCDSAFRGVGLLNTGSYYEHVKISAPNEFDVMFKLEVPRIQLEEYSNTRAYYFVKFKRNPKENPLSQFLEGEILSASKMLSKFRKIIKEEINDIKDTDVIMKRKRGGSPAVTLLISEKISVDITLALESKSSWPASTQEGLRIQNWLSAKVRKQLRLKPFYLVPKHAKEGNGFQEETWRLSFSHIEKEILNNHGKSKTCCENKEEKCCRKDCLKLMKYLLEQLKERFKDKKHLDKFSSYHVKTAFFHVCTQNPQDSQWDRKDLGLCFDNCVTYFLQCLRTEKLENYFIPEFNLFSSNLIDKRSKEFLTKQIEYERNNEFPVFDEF
NPYLR7 ag = activates Aedes aegypti NPYLR7 receptor | HEK293T NPYLR7/Galpha15, GCaMP6s calcium fluorescence | activation, % at 10 µM | 270,000 compounds, 0.15% hits | AID 1259423; in the data active = activation above about 40%;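 note: 0% = vehicle and 100% = reference agonist at the receptor; some compounds past the cut are filed as inactive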
mcGAS lum = mouse cGAS inhibition by luminescence; Q8C6L5; recombinant cGAS, Kinase-Glo ATP depletion luminescence; inhibition, % at 12.5 µM; 160,000 compounds, 0.15% hits;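 note: 0% = negative control wells and 100% = reference inhibitor with no enzyme activity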
* hit, by the source's call; . = no result given; & = joins results of further samples. Cut-off read from the data, not from the text of the source, unless noted: active = inhibition above about 40%; inactive = the rest.

canonical_smiles,hcGAS lum,NPYLR7 ag,mcGAS lum
O=C(Cc1ccccc1F)Nn1cnc2sc3c(c2c1=O)CCCC3,-14.9,4.1,.
O=C(O)[C@@H]1CN(C(=O)NC2CCCCC2)C[C@H]1C1CC1,4.6,.,0.2
COc1cccc(C(=O)N2CCSC23CCN(C(=O)c2ccc(C(C)(C)C)cc2)CC3)c1,1.0,-0.8,-3.3
COc1cc(-c2nc3ccccc3c(=O)n2Cc2ccc3c(c2)OCO3)cc(OC)c1OC,-3.6,4.8,-6.0
CC(=O)OC1CCC2(O)CC1(C)CCC1C2CC1(C)C (stereo unspecified),-4.3,-7.2,.
CC(C)(C)C(NS(=O)(=O)c1ccc(F)cc1Cl)c1cccs1 (stereo unspecified),1.1,-1.5,.
O=C(Cc1ccc(F)cc1)Nc1c(-c2ccc(F)c(F)c2)nc2ccccn12,-4.3,-1.1,-6.3
CC1CCN(C(=O)CN2CCCCC2)CC1,-15.7,-4.4,.
O=[N+]([O-])c1cccc(S(=O)(=O)N2CCN(CCCOC(c3ccc(Cl)cc3)c3ccc(Cl)cc3)CC2)c1,-8.1,-2.2,-7.0
CC(C)CN(CC(=O)N(CCc1c[nH]c2ccccc12)Cc1ccc(Cl)c(Cl)c1)C(=O)C1CCC1,4.2,-0.1,1.5
COCCNC(=O)c1csc(COc2ccc([N+](=O)[O-])cc2)n1,-6.8,2.2,-8.8
COc1ccc(N2C(=O)CSC2c2ccc(NC(=O)C(C)C)cc2)c(OC)c1 (stereo unspecified),-6.5,-1.3,-5.0
Clc1ccc(Nc2c(-c3ccccn3)nc3cnccn23)cc1,7.1,2.0,.
COc1ccc(C)cc1CC(=O)NN1C(=O)NC2(CCCCC2)C1=O,-4.6,0.8,-1.0
CC(OC(=O)CN1C(=O)NC2(CCCCC2C)C1=O)C(=O)Nc1ccnn1C(C)C (stereo unspecified),-1.5,0.2,.
O=C(Nc1sc2c(c1C(=O)Nc1ccc(Cl)cc1)CCCC2)c1ccccc1Cl,-6.0,2.7,-9.3
CC(=O)Nc1c(-c2cc(=O)oc3cc(C)cc(C)c23)oc2ccccc12,4.5,-3.6,-7.8
CCn1c(SC(C)C(=O)NCc2ccc(Cl)cc2)nnc1C1CC1 (stereo unspecified),-9.0,3.9,.
O=C(CSc1nn2c(-c3ccccc3Br)nnc2s1)Nc1cccc(Cl)c1,-2.3,1.0,.
COC(=O)c1ccc(C)c(OC(C)C(=O)NC2CCS(=O)(=O)C2)c1 (stereo unspecified),-5.1,3.6,.
CCN(CC(=O)N1CCc2sccc2C1c1ccc(Cl)cc1Cl)C(=O)CSc1ccccc1 (stereo unspecified),1.8,-1.5,-4.9
O=C(NCCN1CCOCC1)c1coc(CN(Cc2ccc(F)cc2)Cc2cccc(Cl)c2)n1,-3.0,.,-9.2
CCNS(=O)(=O)c1ccc(C)c(C(=O)N(CCC#N)Cc2ccco2)c1,-13.1,2.9,.
Cc1nc2cc(NC(=O)C3(C)CCc4c(C)c(O)c(C)c(C)c4O3)ccc2s1 (stereo unspecified),-3.6,1.3,-4.2
Cc1ccc(-c2ccc(=O)n(Cc3cccc(F)c3)n2)cc1,-3.7,6.0,.
Cc1ccccc1Cn1c(=O)c2c(nc3n(CCN(C)C)c(C)cn23)n(C)c1=O,-5.8,1.7,.
CCC1(O)CCCN(Cc2nc(-c3cc(OC)c4c(c3)OCO4)oc2C)C1 (stereo unspecified),-1.4,-0.5,.
CCN(Cc1nccn1C)c1ccc(-c2nc(C(C)C)no2)cn1,-5.4,-0.9,.
CN(C)C(=O)CSc1nnc(-c2ccc(Cl)cc2)n1C,-2.6,3.1,.
O=C(O)c1nn(Cc2ccccn2)c2c1CN(C(=O)CN1CCCCC1)CC2,-5.1,4.2,-12.8
COCCN(Cc1c(C(C)C)nn(-c2ccccc2)c1N(C)C)C(=O)C(C)C,-4.5,.,-4.8
CC(Sc1ccccn1)C(=O)N1CCOC2CCCCC21 (stereo unspecified),-4.9,2.5,.

Molecules from the list above containing a COOH group:
canonical_smiles,hcGAS lum,NPYLR7 ag,mcGAS lum
O=C(O)[C@@H]1CN(C(=O)NC2CCCCC2)C[C@H]1C1CC1,4.6,.,0.2
O=C(O)c1nn(Cc2ccccn2)c2c1CN(C(=O)CN1CCCCC1)CC2,-5.1,4.2,-12.8

Further entries follow:
canonical_smiles,hcGAS lum,NPYLR7 ag,mcGAS lum
CCCCc1ccc(NC(=O)c2cc(=O)c(OC)cn2C)cc1,-12.5,1.0,.
CCc1nc2ccc(C(=O)N(CC)CCN(C)C)cn2c1N(C)Cc1ccncc1,-8.2,12.2,-2.9
Cc1ccccc1C(=O)N1CCC(C(NC(=O)c2ccc3c(c2)OCO3)C(=O)N2CCOCC2)CC1 (stereo unspecified),-2.6,-5.0,0.5
Nc1nn(C(=O)CC2CCCO2)cc1-c1cccc(Cl)c1 (stereo unspecified),-1.8,-23.7,.
CCCn1c(=O)c(C(=O)NCc2ccccn2)nn(-c2cccc(C)c2)c1=O,-2.8,-4.6,-3.6
Cn1c(=O)n(Cc2ccccc2F)c(=O)c2c1nc1n2CCCN1Cc1ccccc1,-7.9,0.0,-4.9
COC(=O)CCS(=O)(=O)c1ccc(Cc2ccc(S(=O)(=O)CCC(=O)OC)cc2)cc1,0.9,4.5,.
CCOC(=O)N1CCN(C(=O)CSc2nc(Cl)cc(N3CCN(C(=O)c4cccc(OC)c4)C(C)C3)n2)CC1 (stereo unspecified),-7.1,-5.1,-4.2

Whole records, quoted from the list.
CCc1nc2ccc(C(=O)N(CC)CCN(C)C)cn2c1N(C)Cc1ccncc1 across the screens: hcGAS lum = -8.2; NPYLR7 ag = 12.2; mcGAS lum = -2.9
COC(=O)CCS(=O)(=O)c1ccc(Cc2ccc(S(=O)(=O)CCC(=O)OC)cc2)cc1 across the screens: hcGAS lum = 0.9; NPYLR7 ag = 4.5; mcGAS lum = .

Other entries follow:
canonical_smiles,hcGAS lum,NPYLR7 ag,mcGAS lum
CC(=O)Nc1ccc(CNCC2CSCCS2)cc1 (stereo unspecified),4.0,-2.7,4.4
OC[C@@H]1O[C@H](CNCc2cccc(Cl)c2)[C@H](N2CCc3ccccc3C2)[C@@H]1O,0.6,21.8,-0.2
Oc1ccccc1-c1nc2ccccc2o1,-4.5,-1.7,-6.8
O=C(NCCCOCc1ccccc1)c1cc(Cl)c[nH]1,-1.4,3.2,.
CC1(C)CC(=O)C2C(=Nc3ccccc3N(C(=S)Nc3ccccc3)C2c2cccs2)C1 (stereo unspecified),-6.6,-9.3,-2.5
O=c1oc(-c2ccc(F)cc2)nn1CN1CCCC2CCCCC21 (stereo unspecified),-7.8,8.9,.
Cc1nc2sccn2c(=O)c1NC(=O)c1cccc(C(F)(F)F)c1,-6.2,14.7,-7.4
CON(C)C(=O)c1cc(-c2ccccn2)n[nH]1,-10.2,12.7,.

Next part:
Order of results: hcGAS lum, NPYLR7 ag, mcGAS lum
- Cc1c(C=C(C#N)S(=O)(=O)c2cc(Br)ccc2Br)cc(C#N)n1C
→ -4.8, 0.9, -6.6
- CCn1c(CC2CCN(C(=O)c3cccc(-n4cccn4)c3)CC2)nn(C)c1=O
→ -1.1, 3.3, .
- CC(C)(C)OC(=O)N1CCCC(C(=O)NC(CN2CCOCC2)c2ccccc2)C1 (stereo unspecified)
→ -1.6, 9.7, .
- Cc1ncsc1CCC(=O)N(C)Cc1cc(-c2ccccc2)on1
→ -1.7, 7.5, .
- O=C(Nc1ccccc1)NC1CCN(C(=O)c2cc(Cl)ccc2O)CC1
→ 1.8, -1.2, .
- COCCN(Cc1ccc(OC)cc1)c1c(C)nc2ccc(C(=O)N3CCCCC3)cn12
→ -7.0, -6.4, -5.0
- Cc1ccc(F)c(C(=O)N2CCN(C(c3ccccc3)c3ccc(F)cc3)CC2)c1F (stereo unspecified)
→ -6.5, 2.8, -9.0
- COc1ccc(S(=O)(=O)NCCc2ccc(F)cc2)cc1N1CCN(C(=O)CCSC)CC1
→ -1.4, 2.3, -5.4
- CC(C)Cn1c(CN2CC(C)CC(C)C2)nc2c1c(=O)n(C)c(=O)n2C (stereo unspecified)
→ -4.1, -3.8, .
- CC1=NN(CC(=O)NC2CC(C)(C)Oc3ccc(C)cc32)CC1 (stereo unspecified)
→ -1.6, 3.7, -6.1
- Cc1ccc(CN(C)CCC(N)=O)c(C)c1
→ -5.6, -1.1, .
- NC(CSCSCC(N)C(=O)O)C(=O)O (stereo unspecified)
→ -3.9, 0.6, .
- Cc1ccn2cc(C(=O)N3CCCC(C(=O)c4ccc(-c5ccccc5)c(F)c4)C3)nc2c1 (stereo unspecified)
→ -7.9, ., -9.7
- CNC(=O)c1cnc(N2CCN(Cc3ccccc3)C2=O)s1
→ -9.9, -2.4, .
- CC(C)Cn1c(SCCCC#N)nc2ccc(Cl)cc2c1=O
→ -12.2, 11.7, -7.8
- CC(C)(C)C(NC(=O)c1cc(C2CC2)on1)c1ccc(F)cc1 (stereo unspecified)
→ -10.3, 0.5, .
- Cc1ccc2c(c1)OC(C)CN2CCNS(C)(=O)=O (stereo unspecified)
→ 3.0, 7.1, -4.5
- O=C(CN1Cc2ccccc2OC(c2ccccc2F)C1)NCC1OCCc2ccccc21 (stereo unspecified)
→ -1.1, 17.3, -8.0
- CCc1ccc(C(=O)N2CCN(S(=O)(=O)N3CCN(C)CC3)CC2)s1
→ -8.7, 9.4, -6.8
- CCn1c(SC(C)C(=O)OC)nc2sc3c(c2c1=O)CCCC3 (stereo unspecified)
→ -1.5, 1.5, 13.1
- Cc1cc(C)c(S(=O)(=O)N2CCN(c3nccc(-c4ccc(-n5ccnc5)cc4)n3)CC2)c(C)c1
→ -7.9, 2.1, -7.9
- OC(CNC1CCC2(CCNCC2)CC1)c1cccnc1 (stereo unspecified)
→ 1.0, 3.8, .
- Cc1nn(C)cc1CN1CCCC(CNC(=O)c2ccc(-c3ccccc3)cc2)C1 (stereo unspecified)
→ -9.7, 6.3, -10.1
- O=C1NC(=S)N/C1=C/c1cccn1-c1ccc([N+](=O)[O-])cc1
→ -3.3, -4.3, -4.0
- O=C(NCC1CCCN(Cc2ccccn2)C1)c1nc2ccccc2[nH]1 (stereo unspecified)
→ -5.3, -4.7, -13.3
- COc1ccccc1OC(C)(C)C(=O)Nc1cnc2n1CCCC2
→ -8.5, 27.2, .
- COc1cccc(C(CNS(=O)(=O)c2ccccc2Br)N(C)C)c1 (stereo unspecified)
→ -6.0, -2.5, .
- O=C(COC(=O)c1cccc(Cl)c1)Nc1ncccn1
→ -4.1, -5.9, .
- O=C(C=c1[nH]c(=O)c(=Cc2ccc3c(c2)OCO3)s1)c1ccc(Cl)cc1
→ -4.7, -1.5, .
- CS(=O)(=O)c1ccc2nc(N(Cc3cccnc3)C(=O)c3ccc4c(c3)OCCO4)sc2c1
→ 0.7, -10.0, -0.8
- Cc1ccc2[nH]c(=O)c(CN3CCC4(CC3)CNC(=O)O4)cc2c1
→ -4.5, 1.6, -19.7
- Clc1nc2cc3c(cc2nc1N1CCOCC1)OCCO3
→ -6.3, -1.0, .
- CC(C)c1ccc(S(=O)(=O)N2CCN(C(c3ccc(F)cc3)c3ccc(F)cc3)CC2)cc1
→ -11.2, 29.4, -8.5
- Cc1cc(C(=O)O)c2cc(Cl)ccc2n1
→ -4.9, -4.0, .
- COc1ccc(-n2nc(-c3ccc(C)o3)cc2C(=O)N2CCN(C/C=C/c3ccccc3)CC2)cc1
→ -3.0, 9.5, -3.9
- Cc1ccccc1S(=O)(=O)N1CCC(Cc2ccc(C(F)(F)F)cc2)CC1
→ -10.9, 0.6, -6.9
- CC(C)(C)NC(=O)NCc1nnnn1C1CCCCC1
→ -9.5, 2.2, .
- COc1cccc(C(=O)N(CC(=O)N(Cc2ccccc2)Cc2cccn2Cc2ccc(F)cc2)C(C)C)c1
→ -2.2, -7.8, -3.5
- Cc1ccc2nc3c(cc(C(=O)N4COCC4(C)C)n3Cc3ccccc3)c(=O)n2c1
→ -6.5, 0.4, -4.9
- Cc1ccccc1N1CCN(Cc2cnc(N3CCOCC3)nc2)C(C)C1 (stereo unspecified)
→ -8.1, ., -8.1
- Cc1cc(Nc2cccc(CO)c2)nc(C)n1
→ -6.2, 4.1, -17.0
- COc1ccc(C)cc1N1CCN(C(C)=O)C(C)C1=O (stereo unspecified)
→ -4.8, -10.3, -6.1
- Cc1cccc(-c2nc(C)c(C(C)C)c(N3CCN(C(=O)CC(C)C)CC3)n2)c1
→ -4.7, 6.7, -5.1
- CCOC(=O)N1CCN(Cc2nc3c(c(=O)[nH]c(=O)n3C)n2CCCc2ccccc2)CC1
→ 3.7, 0.3, .
- O=C(Nc1nnc(C2CC(=O)N(c3ccccc3)C2)o1)c1ccc2c(c1)OCO2 (stereo unspecified)
→ -8.7, 3.6, .
- Cc1cc(C(=O)N(C)CCN2CCOCC2)cc(C)c1OC(F)F
→ 5.9, -7.4, .
- O=C(COc1ccccc1Cl)NC1CCCN(CCc2ccccc2)C1 (stereo unspecified)
→ -7.5, 13.9, -10.3
- COc1ccc(-n2ccnc2CN2CCN(Cc3ccc(OC)c(C)c3)C(CCO)C2)cc1 (stereo unspecified)
→ -9.7&-4.6, 11.8&9.8, -9.5&-2.5
- COc1ccc(OC)c(C(=O)C=Cc2cc(Br)ccc2F)c1
→ -6.3, 1.0, -0.3
- O=C(Cn1ncc(N2CCOCC2)cc1=O)Nc1cccc2c1CCC2
→ -4.4, 12.2, .
- Nc1ccc2c(c1)OCCCO2
→ -5.8, 4.9, -8.3
- Cc1ncc(CN2CCC(c3nn(C)c(=O)n3-c3ccccc3)CC2)s1
→ -4.0, 4.1, -12.4

Source: PubChem BioAssay (Fisher Drug Discovery Resource Center)
